Fam108B counter: blocks mouse Fam108B hydrolase in RBBP9 counter-screen | recombinant Fam108B, FP-Rh probe fluorescence polarization | inhibition, % at 9.51 µM | 300,000 tested, 0.33% active;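 active = inhibition above the screen mean inhibition plus 3 SD, computed separately per campaign, cut at about 18% in these data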;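 note: inhibitors lower polarization as less probe binds the enzyme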
GSTO1 counter: blocks human GSTO1 in RBBP9 counter-screen; recombinant GSTO1, activity-based probe fluorescence polarization; inhibition, % at 5.96 µM; 300,000 tested, 1.1% active;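 active = inhibition above the campaign mean inhibition plus 3 SD, cut at about 35% in these data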;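 note: 0% = GSTO1-1 with DMSO and 100% = wells lacking GSTO1-1 enzyme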
PME-1 inh: blocks human protein phosphatase methylesterase 1; Q9Y570; inhibition, % at 5.9 µM; 320,000 tested, 0.53% active; recombinant PME-1, FP-Rh probe fluorescence polarization; AID 2130;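 active = inhibition above the campaign mean of all compounds plus 3 SD, cut at about 26% in these data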;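 note: competitive labeling of PME-1 active site by serine hydrolase directed probe; 0% = PME-1 with DMSO and 100% = wells lacking PME-1 enzyme; inhibitors block probe labeling so polarization falls and inhibition rises; many of its hits are not listed in these tables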
GLD-1 RNA inh: GLD-1-TGE RNA interaction inhibition (C. elegans); purified GLD-1 + fluorescein TGE RNA, fluorescence polarization; inhibition, % at 5.96 µM; 320,000 tested, 0.44% active; AID 2280;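 active = percent inhibition above a per-plate cutoff, the plate mean of test compounds plus 3 SD, cut at about 30% in these data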;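 note: 0% = DMSO wells with GLD-1 and probe and 100% = wells lacking GLD-1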
MCL1 BIM primary: disrupts human MCL1 binding to BIM-BH3 peptide; Q07820; GST-MCL1 / FITC-Bim-BH3 fluorescence polarization; inhibition, % at 10.9 µM; 320,000 tested, 0.68% active;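 active = inhibition above the mean inhibition of all tested compounds plus 3 SD, set per campaign, cut at about 40% in these data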;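 note: 0% = DMSO wells and 100% = unlabeled Bim-BH3 peptide control; higher means more loss of mP so more displacement of Bim peptide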
MEX-5 binding: C. elegans MEX-5 TCR-2 RNA binding activity; Q9XUB2; MEX-5/FITC-TCR2 RNA binding, fluorescence polarization; hits give low values; activity score (negative = inhibition of binding), % at 10 µM; 300,000 tested, 0.38% active;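 active = inhibition past about -25% in most replicates, and total fluorescence under double the plate's negative control median, limit read from the data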;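 note: 0% = DMSO and -100% = 5 µM competing unlabeled TCR2 RNA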
TPT1 inhibitor: C. albicans TPT1 enzyme inhibition | recombinant caTPT1, FP RNA substrate dephosphorylation | AID 1962 | 300,000 tested, 0.81% active | inhibition, % at 5 µM;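 active = inhibition above the mean of all tested compounds plus 3 SD, set per screening campaign, cut at about 24% in these data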;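 note: plate controls were DMSO alone for no effect and ferristatin control at 100 nM for full effect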
Bcl-xL primary: blocks human Bcl-xL binding to Bim BH3 peptide; 320,000 tested, 0.7% active; GST-Bcl-xL / FITC-Bim BH3 peptide fluorescence polarization; AID 2129; Q07817; inhibition, % at 10.9 µM;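 active = inhibition above the mean of all tested compounds plus 3 SD, cutoff set per campaign, cut at about 30% in these data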;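 note: 0% = DMSO wells and 100% = unlabeled Bim-BH3 peptide competitor; inhibitors lower millipolarization by displacing the labeled peptide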
Target sequence (Q07817 whole entry, looked up): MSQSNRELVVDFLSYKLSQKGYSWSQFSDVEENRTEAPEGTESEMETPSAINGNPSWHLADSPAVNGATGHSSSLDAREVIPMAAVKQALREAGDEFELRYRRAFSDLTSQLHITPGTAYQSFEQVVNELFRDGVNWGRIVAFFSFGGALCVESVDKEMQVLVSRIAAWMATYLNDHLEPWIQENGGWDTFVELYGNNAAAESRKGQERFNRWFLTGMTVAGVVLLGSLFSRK
PAD4 inh: PAD4 (human) enzyme inhibition | recombinant PAD4, RCA probe fluorescence polarization | 330,000 tested, 0.41% active | Q9UM07 | inhibition, % at 6.36 µM | AID 485272;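 active = percent inhibition above a cutoff equal to the mean of all tested compounds plus 3 SD, cut at about 15% in these data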;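 note: 0% = PAD4 with RCA probe and DMSO and 100% = probe without PAD4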
Target sequence (Q9UM07 whole entry, looked up): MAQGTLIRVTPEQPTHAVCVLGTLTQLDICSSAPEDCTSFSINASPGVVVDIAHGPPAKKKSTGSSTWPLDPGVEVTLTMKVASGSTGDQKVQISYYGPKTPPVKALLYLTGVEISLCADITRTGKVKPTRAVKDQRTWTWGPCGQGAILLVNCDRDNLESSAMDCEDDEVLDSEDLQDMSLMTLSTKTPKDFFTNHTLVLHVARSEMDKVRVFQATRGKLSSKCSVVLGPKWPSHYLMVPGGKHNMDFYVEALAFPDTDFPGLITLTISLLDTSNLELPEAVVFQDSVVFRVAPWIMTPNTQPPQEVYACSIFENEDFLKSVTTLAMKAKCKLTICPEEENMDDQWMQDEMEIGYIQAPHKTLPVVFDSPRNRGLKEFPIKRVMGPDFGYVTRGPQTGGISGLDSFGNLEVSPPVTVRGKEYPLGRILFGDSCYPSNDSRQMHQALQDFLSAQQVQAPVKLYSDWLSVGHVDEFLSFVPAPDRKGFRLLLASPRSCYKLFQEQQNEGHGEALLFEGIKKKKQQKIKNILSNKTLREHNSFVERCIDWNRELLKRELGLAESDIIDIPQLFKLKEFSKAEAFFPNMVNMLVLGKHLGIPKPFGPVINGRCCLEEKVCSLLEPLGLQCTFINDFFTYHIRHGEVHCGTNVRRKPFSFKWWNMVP
* = called active by the depositor; · = no result given.

Each structure is followed by: Fam108B counter | GSTO1 counter | PME-1 inh | GLD-1 RNA inh | MCL1 BIM primary | MEX-5 binding | TPT1 inhibitor | Bcl-xL primary | PAD4 inh
Cc1ccc(NC(=S)/N=C(\N)Nc2nc(C)c3cc(C)c(C)cc3n2)cc1C
    -5 | -8 | -3 | -2 | -3 | -0.2 | -5 | -2 | 2
CCCn1cnc2cc(NCc3ccc(Br)cc3)ccc21
    0 | -3 | 7 | -2 | 15 | -12 | -3 | 2 | -1
COC(=O)c1ccccc1NC(=O)c1ccccc1OC
    2 | -2 | -3 | 10 | 4 | -5.7 | -5 | 4 | -4
COc1ccc(C2CC(=O)Oc3c(C(CCN4CCOCC4)c4cc(OC)c(OC)c(OC)c4)c(OC)cc(OC)c32)cc1 (configuration not stated)
    4 | 1 | 2 | -3 | 4 | -2.1 | 1 | 1 | -4
CCOC(=O)Cn1c(C)c(C#N)c2ccccc21
    1 | 10 | -9 | -5 | 9 | 3.2 | -2 | 6 | -3
CCn1nc(C(=O)Nc2ccc3nc(C)sc3c2)c2ccccc2c1=O
    -1 | -9 | -3 | 0 | -11 | 1.4 | 3 | -4 | -5
CCN1CCN(c2ncc3c(n2)CC(c2cc(OC)c(OC)c(OC)c2)CC3=O)CC1 (configuration not stated)
    -2 | -1 | -1 | -1 | -7 | 0.7 | 1 | 1 | 2
CCOc1cccc2c1OC1(C)CC2NC(=O)N1c1cccc(C(=O)N2CCN(c3ccccn3)CC2)c1 (configuration not stated)
    4 | 1 | 12 | 3 | 7 | · | -3 | 4 | 1
O=C(O)COc1ccc(/C=N/Nc2nc(Nc3ccccc3)nc(N3CCCCC3)n2)cc1
    -2 | 3 | -3 | 3 | 5 | 2.2 | -3 | 10 | 0
O=S(=O)(c1ccc(SCc2ccc(Br)cc2)nc1)N1CCOCC1
    · | · | 6 | 1 | -4 | · | · | -4 | 5
Cc1nc2ccc(Br)cn2c(=O)c1Cl
    -3 | 5 | 1 | 3 | 1 | 1.8 | 2 | 2 | 0
CCc1nn(CC(=O)NCCC2=CCCCC2)c(=O)c2cc3cc(F)ccc3n12
    -15 | -1 | -1 | 5 | 2 | 1.2 | -1 | 5 | -6
Cc1cc(Cl)ccc1C(=O)C1CCCN(C(=O)/C=C/c2cnn(C)c2)C1 (configuration not stated)
    0 | -3 | -5 | 2 | 2 | -2.3 | -2 | 7 | -1
O=C(Nc1ccc(Cl)cn1)Nc1ccccc1Cl
    -4 | -4 | 0 | -3 | 4 | 2.3 | -3 | -1 | -1
COc1ccc(C2Nc3cccc4cccc(c34)N2)cc1
    4 | 35* | 14 | 8 | 10 | -0.5 | 2 | 5 | -4
CCCn1c(CCC(=O)O)ccc1-c1ccc(F)cc1
    1 | 6 | 1 | -9 | 4 | -0.2 | 3 | 4 | -2
c1ccc(CCNc2nc3ccccc3n3nnnc23)cc1
    -1 | 5 | 2 | 6 | 5 | -2.4 | -1 | 8 | -2
Cc1c(-c2ccc(Cl)cc2)oc(=O)c2c(N)n(-c3ccccc3)nc12
    -11 | 10 | -12 | 0 | -8 | 1.9 | 0 | -9 | -7
O=C1NCCCC1C(=O)N1CCN(C(c2ccccc2)c2ccccc2)CC1 (configuration not stated)
    -1 | 2 | 2 | 3 | 6 | -0.4 | -2 | 7 | 1
O=C(O)c1cccnc1NC1CCCC1
    2 | 7 | -4 | 3 | 6 | 1.1 | -1 | 5 | -3
O=C(NCCN1CCCCC1)Nc1ccc(Br)cc1
    -10 | -1 | -1 | -1 | 13 | 0.6 | 2 | 8 | -1
CCC(C)NC(=O)[C@@H]1CSC2c3ccccc3C(=O)N21 (some centres not stated)
    3 | 5 | -5 | 0 | 5 | 1.7 | -2 | 7 | 0
O=C(Nc1ccc(Cl)c(Cl)c1)Nc1ccccn1
    -13 | 0 | -8 | 1 | 3 | 0.0 | -1 | 5 | 1
Cc1ccc(-c2cn(-c3ccccc3F)c(=S)[nH]2)cc1
    4 | -2 | 6 | 11 | 8 | -1.9 | 0 | -1 | 2
Cc1ccccc1CSc1nnc(-c2cccnc2)n1N
    -2 | 6 | 1 | 4 | -4 | 1.1 | -7 | 3 | -1
O=C1CCCC(O)=C1N=Nc1cccc(S(=O)(=O)N2CCOCC2)c1
    4 | 11 | 2 | 4 | 23 | 2.3 | 0 | 2 | -2
CS(=O)(=O)N(Cc1cccc(CN(C(C(=O)O)c2ccccc2)S(C)(=O)=O)c1)C(C(=O)O)c1ccccc1 (configuration not stated)
    -4 | 0 | -1 | -5 | 6 | 1.4 | -1 | 6 | -3
Cc1cc(N2C(=O)C(O)=C(C(=O)c3ccco3)C2c2cccnc2)no1 (configuration not stated)
    1 | 0 | 0 | 3 | 2 | -2.4 | -1 | 7 | 3
COc1cccc(Nc2nnc(Cc3cccnc3)c3ccccc23)c1
    1 | -1 | 0 | 4 | 1 | 3.8 | 0 | 5 | -3
CCCCCn1c(=O)[nH]c2cc(C(=O)NCCCN3CCCCC3)ccc2c1=O
    3 | -6 | -4 | -3 | 3 | 3.1 | 0 | 7 | 0
COC(=O)c1cn(-c2nc(C)c3c(n2)CCC3)nn1
    -1 | 0 | -4 | 8 | 2 | 0.9 | -2 | -1 | 4
COc1ccc(N2C(=O)CC2(/C=C/c2ccccc2OC)C(=O)NC2CCCC2)cc1 (configuration not stated)
    -3 | -3 | 3 | 1 | -4 | 0.9 | -1 | 3 | -3
O=C(NC(=S)Nc1ccccn1)c1cccc([N+](=O)[O-])c1
    1 | 10 | 1 | 0 | 7 | -0.1 | -6 | 12 | -4
Cc1cc2c(cc1S(=O)(=O)NCCc1ccc(Cl)cc1)OCC(=O)N2
    5 | 2 | -4 | -4 | 3 | 0.6 | -2 | 5 | 1
O=C(Nc1nc2ccc(S(=O)(=O)N3CCCC3)cc2s1)C1CCCO1 (configuration not stated)
    -1 | -1 | -5 | 0 | 10 | 0.1 | 2 | 7 | 0
CC1(C)CC(=O)C2=C(C1)c1c(ccc3ccccc13)NC2c1ccc(OCC(=O)O)cc1 (configuration not stated)
    -1 | 4 | 10 | 10 | 14 | -3.5 | -1 | 11 | 1
COc1ccc(NC(=O)CSc2ccc3nnc(-c4ccccn4)n3n2)cc1OC
    1 | 5 | 3 | 8 | -1 | 1.3 | -3 | 0 | -3
CCN(CC(=O)Nc1ccc(NC(C)=O)cc1)C(=O)c1cc(C)on1
    -2 | 16 | 2 | 2 | 2 | 2.5 | 1 | 2 | -4
Cc1cc(C)n2nc3nc(N4CCCC4)nc(-c4ccccc4)c3c2n1
    -4 | 8 | -12 | 2 | 11 | -0.3 | -2 | 7 | -3
COc1ccc(NS(=O)(=O)c2ccc(NC(C)=O)cc2)nn1
    2 | -5 | 3 | 9 | 5 | -1.2 | 3 | 5 | -2
COc1cc(Cn2cnnn2)ccc1O
    -1 | 9 | 5 | -7 | -1 | 0.7 | -3 | 1 | 0
CC(=O)c1ccc(NS(=O)(=O)c2ccc3c(c2)CCC(=O)N3)cc1
    · | · | 1 | -3 | -5 | · | · | -5 | 2
CCOCCCNC(=S)Nc1cc(OCC)c(NC(=O)c2ccco2)cc1OCC
    4 | 2 | 2 | 3 | 6 | 0.3 | 0 | 2 | -3
CC(/C=C1\SC(=S)N(C(C(=O)O)C(C)C)C1=O)=C\c1ccccc1 (configuration not stated)
    -9 | -10 | -4 | -6 | 30 | -0.5 | -4 | 14 | -14
O=C(O)/C(=C\c1cccc([N+](=O)[O-])c1)c1ccc(S(=O)(=O)N2CCCCC2)s1
    3 | 10 | 2 | 3 | 10 | -1.6 | 0 | 9 | 0
Cc1ccc(NC(=O)CN(C)S(=O)(=O)c2cccc3nsnc23)cc1C
    4 | -4 | 5 | 1 | 7 | 0.6 | -1 | 5 | 0
O=C(Nc1ccccc1)NC1CCN(Cc2nnnn2C2CCCCC2)CC1
    7 | 6 | -4 | -5 | 6 | -0.4 | -3 | 7 | 2
O=C(NCCCN1CCOCC1)c1cc2ccccc2o1
    1 | -5 | 2 | 0 | -1 | 0.2 | 3 | 2 | 2
CC1CCC2(CC1)NC(=O)N(CC(=O)NC(C)c1ccc(F)c(F)c1)C2=O (configuration not stated)
    · | · | 0 | 4 | -10 | · | · | -2 | 1
COC(=O)c1cc(-c2ccc(Br)cc2)c2c(=O)n(C)c(=O)n(C)c2n1
    -1 | -4 | 4 | 2 | -5 | 1.2 | -5 | -2 | -3

Following part.
Each structure is followed by: Fam108B counter | GSTO1 counter | PME-1 inh | GLD-1 RNA inh | MCL1 BIM primary | MEX-5 binding | TPT1 inhibitor | Bcl-xL primary | PAD4 inh
COc1ccc(-c2nc(CS(=O)CC(=O)NCc3ccco3)c(C)o2)cc1 (configuration not stated)
    3 | 4 | -1 | 1 | 1 | -3.5 | -2 | 4 | -1
CS(=O)(=O)N(CC(=O)N1CCCC1)c1ccccc1Br
    0 | -1 | -3 | -2 | 3 | 0.5 | 0 | 5 | -2
Cc1nc2c3ccccc3nc(NNC(=O)CCC(=O)N3CCC(C)CC3)n2n1
    0 | 0 | -8 | 5 | -1 | -19 | 0 | -1 | 3
COC(=O)c1[nH]c2ccc(C)cc2c1NC(=O)CN1CCCc2ccccc21
    2 | 2 | 13 | -24 | 6 | -0.1 | 15 | 13 | -8
COc1ccc(C(=O)COC(=O)CCNS(=O)(=O)c2ccc(NC(C)=O)cc2)c(OC)c1
    3 | 2 | 8 | -2 | -8 | 1.8 | -1 | -8 | -10
CC(C)CCN(C(=O)CNC(=O)c1cccs1)C(C(=O)NC1CCCCC1)c1cccnc1 (configuration not stated)
    -1 | -4 | 3 | -1 | 3 | 2.2 | 0 | 8 | 4
Cc1cc(=O)[nH]c(SCC(=O)Nc2ccc(Br)cc2)c1C#N
    -4 | -48 | 14 | -2 | 8 | -2.7 | -10 | 9 | 7
O=[N+]([O-])c1ccc2c(c1)c1ccccc1n2CCO
    -1 | 5 | -5 | 4 | -4 | -6.1 | -1 | 4 | -1
CC(C)N=Cc1c(O)[nH]c2ccccc12
    -4 | -7 | 1 | -1 | 1 | -0.2 | -2 | 5 | -2
CCC(C)NC(=O)C1(O)c2ccccc2NC(=O)N1c1ccc(C)c(C)c1 (configuration not stated)
    0 | 2 | 2 | -4 | 4 | 2.2 | -3 | 5 | -1
COC(=O)C1=C(CS(=O)(=O)c2cc(Cl)ccc2OC)NC(=O)NC1c1ccc(O)c(OC)c1 (configuration not stated)
    2 | 3 | 0 | 1 | 5 | -0.6 | 0 | 8 | 4
CC(=O)Nc1ccc(S(=O)(=O)Nc2ccccc2N2CCOCC2)cc1Cl
    2 | 0 | 20 | 4 | 2 | 1.6 | -1 | 3 | -3
CC1CN(c2cc3nccnc3cc2F)CC(C)O1 (configuration not stated)
    4 | 1 | 5 | 3 | 5 | -0.9 | -5 | 2 | 5
Cc1ccc(C2CC(=O)c3cnc(N4CCc5ccccc5C4)nc3C2)cc1 (configuration not stated)
    -4 | -8 | 1 | -10 | 2 | 0.9 | -2 | 5 | -1
S=C(NCCc1ccccc1)N1CCn2cccc2C1c1cccnc1 (configuration not stated)
    -2 | -5 | 4 | -7 | 4 | 0.3 | -1 | 8 | -7
CCCCNC(=O)C(=O)N/N=C/c1cccc(Br)c1
    -3 | 7 | 5 | 4 | -5 | 0.3 | 1 | -1 | 2

Compound activity: PubChem, several laboratories

These rows are one share of the data (hit frequency here may not be typical).
